yeast mec2-1 = NCI yeast anticancer drug screen, S. cerevisiae mec2-1 strain | actives 9% (n = 79,000) | growth inhibition, % at 50 µM;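 note: 0% = growth of vehicle-only cultures of the same strain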
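mec2-1 yeast strain, carrying an alteration in DNA damage repair or cell cycle control, was exposed to compounds; growth inhibition was measured relative to vehicle-treated controls.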
mlh1 rad18 = NCI yeast anticancer drug screen, S. cerevisiae mlh1 rad18 strain; growth inhibition, % at 50 µM; actives 11% (n = 79,000); AID 175;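 note: 0% = growth of vehicle-only cultures of the same strain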
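Read-out is yeast growth inhibition, calculated against vehicle-only controls. The compound was applied to a strain engineered with DNA damage repair alterations.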
yeast cln2 rad14 = NCI yeast anticancer drug screen, S. cerevisiae cln2 rad14 strain; actives 8.3% (n = 78,000); growth inhibition, % at 50 µM;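 note: 0% = growth of vehicle-only cultures of the same strain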
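Strain: cln2 rad14 yeast, altered in cell cycle control and DNA damage repair. Read-out: growth inhibition vs vehicle.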
yeast sgs1 mgt1 = NCI yeast anticancer drug screen, S. cerevisiae sgs1 mgt1 strain | growth inhibition, % at 50 µM | actives 10% (n = 78,000);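 note: 0% = growth of vehicle-only cultures of the same strain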
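Genetically altered yeast, compound exposure, growth inhibition relative to vehicle.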
yeast bub3 = NCI yeast anticancer drug screen, S. cerevisiae bub3 mutant strain. AID 167. actives 9.9% (n = 78,000). growth inhibition, % at 50 µM;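 note: 0% = growth of vehicle-only cultures of the same strain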
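Inhibition values come from growth of compound-treated mutant yeast normalised to vehicle-treated controls.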
yeast rad50 = NCI yeast anticancer drug screen, S. cerevisiae rad50 strain | growth inhibition, % at 50 µM | actives 10% (n = 79,000);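 note: 0% = growth of vehicle-only cultures of the same strain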
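Cells are treated with compound, grown, and their growth is then scored against vehicle-only cultures of the same repair-deficient yeast strain.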
Active calls of the source: *; & = joins results of further samples. Cut-off read from the data, not from the text of the source: active = growth inhibition above about 70%; inactive = the rest.

Second line of a record – yeast rad50, yeast cln2 rad14, yeast sgs1 mgt1, mlh1 rad18, yeast mec2-1, yeast bub3
COc1ccc(S(=O)(=O)N/N=C/c2cc(I)cc([N+](=O)[O-])c2O)cc1
  15, 8, 10, 2, 1, -4
CC(O)C1OC(O)C2OC(C)(C)OC12 (centres undefined)
  20, -4, 16, 8, 17, 15
CN(C)CCC(=O)Cc1ccccc1
  -9, -8, -5, 1, -12, -26
CC1(C)NC(=S)NC1=S
  5, -27, -14, -4, -7, -4
CC1=C(C(=O)Nc2ccccc2)C(c2ccccc2)C(C(=O)Nc2ccccc2)=C(C)N1
  4, 18, 14, 22, 3, 1
Cc1ccc(C2=C(C#N)C(c3ccccc3)C(C#N)=C(N)O2)cc1 (centres undefined)
  98*, 99*, 98*, 98*, 98*, 98*
CCS(=O)(=O)c1ccc(/C=N/Nc2nc3ccccc3o2)cc1
  -12, -72, -6, -22, -26, -7
CC(C)(C)S(=O)OC12CC3CC(CC(C3)C1)C2 (centres undefined)
  -32, -6, -7, -29, -15, -1
O=C1CSC(c2cccs2)N1c1nncs1 (centres undefined)
  27, 15, 19, 22, -15, 12
CC(=O)OCC1COC(C)(c2ccccc2)O1 (centres undefined)
  5, 4, -7, -10, 0, 4
CC1=C(C(=O)NCCc2ccccc2)CC(C(=O)NCCc2ccccc2)=C(C)N1
  -10, 14, 6, -32, 6, -13
C=CCOc1cc2c(cc1C(C)c1ccc(OCC)c(C)c1)OCO2 (centres undefined)
  4, -71, -5, -2, -9, 7
O=[N+]([O-])/C(C(Cl)=C(Cl)Cl)=C(/Cl)SCc1ccccc1
  90*, 91*, 90*, 86*, 93*, 91*
CC(=O)CC(=O)N1CCCC(C)C1 (centres undefined)
  -3, 9, -39, 1, -41, -11
CCCCCCC1CC(=O)C1(Cl)Cl (centres undefined)
  89*, 92*, 90*, 86*, 93*, 92*
O=C(/C=C/c1ccc(Cl)cc1)c1ccccc1O
  -9, -11, -6, 11, 10, -1
Cc1ccc(NC(=S)N2CCC(CCCC3CCN(C(=S)Nc4ccc(C)cc4C)CC3)CC2)c(C)c1
  -28, 10, -36, -41, -26, -8
Nc1nc(N)nc(-c2ccccc2NN=Nc2ccccc2[N+](=O)[O-])n1
  16, 11, 14, 13, 6, 10
N#CCCCNc1ccccc1
  -19, -5, -28, -21, -15, -9
CC(C)C1CCC(=O)CC1
  10, -12, -1, -5, 0, 1
C=C(C/C(=C/S(C)=O)c1ccccc1)c1ccccc1 (centres undefined)
  44, 30, 19, 34, 12, 21
CC(=O)Nc1ccc2c(c1)Cc1cccc(NC(C)=O)c1-2
  3, -12, 1, 3, -15, -1
N/C(=N\OC(=O)Nc1cccc(Cl)c1)C(Cl)(Cl)Cl
  97*, 96*, 99*, 99*, 100*, 99*
O=C1NC(CN2CCC(O)CC2)C(=O)NC1CN1CCC(O)CC1 (centres undefined)
  1, 2, -10, 0, 8, -1
CCO[Si](C)(OCC)OCC
  39, -5, -18, 22, -11, -21
O=C(C[n+]1ccncc1)c1ccc(Br)cc1
  -7, -62, -8, 1, -24, -11
CC1(C(O)CO)OCCO1 (centres undefined)
  -5, 2, -5, 15, 1, 8
COc1ccc(C2CC(c3cc(C)ccc3O)=NC(N)=N2)cc1 (centres undefined)
  20, 13, 16, 23, 13, 13
C1CCC(C2CCCC[N-]2)[N-]C1.[Cl][Cu][Cl] (centres undefined)
  7, 10, 10, 14, 10, -5
CN1CCC(O)(/C=C\C(C)(C)O)CC1
  18, -2, -3, 26, 12, -15
CN1CCN(CCCN2c3ccccc3Sc3ccc(C(F)(F)F)cc32)CC1
  84*, 85*, 85*, 100*, 84*, 86*
O=C(CCN1CCN(c2ccccc2)CC1)N1CCc2c([nH]c3ccccc23)C1c1cccnc1 (centres undefined)
  6, 16, -11, 4, -3, 9
Cc1[nH]nc(C(=O)OC(C)C)c1N=NN(C)C
  98*, 97*, 96*, 99*, 99*, 98*
CCCCNC(=O)C(C)S(=O)(=O)c1ccc(C)cc1 (centres undefined)
  7, -22, -17, 12, 16, -2
CN(C)N=Nc1ccc2[nH]c(=O)[nH]c2c1
  53, 29, 13, 72*, 39, 74*
CCCCCCC(O)CC(C)O (centres undefined)
  -18, 12, -30, -10, -20, 4
OC1C(O)C2(c3ccccc3)OC1(c1ccccc1)c1ccccc12 (centres undefined)
  7&13, 2&4, -6&-6, -10&-14, -2&-6, -1&0
CCCCC(CC)(CCN)CCCC
  -14, -11, 0, -23, -10, -15
CCCc1nc(N)nc(C(=O)Nc2cccc(C(F)(F)F)c2)c1CC
  -15, 4, 5, -8, -19, 2
C/C(C#CC1=CCCCC1)=N\Nc1ccc([N+](=O)[O-])cc1[N+](=O)[O-]
  -3, -4, -8, 1, -24, -8
CC(=O)Nc1c(C)ccc([N+](=O)[O-])c1C
  -3, 6, -10, 14, -2, 3
CCCOc1ccc(/C=C\c2cc(OC)c(OC)c(OC)c2)cc1
  1, 3, -2, 44, 4, 10
NC(N)=NCC(NS(=O)(=O)c1ccccc1)C(=O)O (centres undefined)
  -21, -6, -9, -8, -7, -5
CCN(CC)c1ccc(N=C2C=C(C(=O)Nc3ccccc3OC)C(=O)c3ccccc32)c(C)c1
  -25, 5, -13, -16, -29, -3
O=[N+]([O-])/C=C/c1cc2c(ccc3ccccc32)[nH]1
  83*, 93*, 94*, 89*, 92*, 91*
CS(=O)(=O)c1ccc(/C=C\C(=O)O)cc1
  20, -8, 9, 19, 7, -4
OCCCCCSc1ccccc1
  17, 2, 8, 7, 4, -11
C=C1CC[C@@H](C)[C@](C)(CCc2ccoc2)C/C=C\C=C/1C(=O)O
  24, 48, 19, 62, 31, 26
COc1ccc(C(CC(=O)c2ccccc2)Sc2ccccc2N)cc1 (centres undefined)
  -4, -13, 32, 7, 27, 50
CC(C)c1ccc(C(C)(C)O)cc1
  5, -8, -20, -18, 16, -7
NCCOc1ccccn1
  -2, -11, -1, -2, -11, 1
COC(=O)CCC/C(=N\Nc1ccc([N+](=O)[O-])cc1[N+](=O)[O-])c1ccccc1
  13, 17, 6, 0, 0, 1
O=C1NC(=O)N(C(F)(F)F)C(F)(F)N1C(F)(F)F
  1, 31, 4, 23, 5, 6
C/C=C(\C)c1cc(=O)c2c(C)cc3c(c2o1)C(=O)c1c(O)c(C2CC(C)(N(C)C)C(OC(C)=O)C(C)O2)cc(C2CC(N(C)C)C(O)C(C)O2)c1C3=O (centres undefined)
  17, 7, 10, -60, 2, 8
Nc1ccc(N2N=C(N3CCCC3)CC2=O)cc1
  -27, 1, -11, -23, -49, -13
CCOC(=O)/C(=C/c1ccco1)C(=O)c1ccccc1
  33, 8, 8, -14, -24, 2
CCCCC(CC)COC(=O)Cc1ccccc1 (centres undefined)
  17, -6, 16, 35, 17, 40
O=C1c2c(-c3ccccc3)ccc(-c3ccccc3)c2C2(O)OC1(O)c1c(-c3ccccc3)ccc(-c3ccccc3)c1C2=O
  6, -7, 9, -14, 5, 6
C=C1C(=O)OC2C1C(OC(=O)/C(C)=C/C)CC(O)(CCl)C1C(O)C=C(C)C21O (centres undefined)
  34, 21, 22, -51, 15, 10
NCCCC(=O)NCCCC(=O)O
  20, -16, -2, 2, -6, -7

(further entries)
Second line of a record – yeast rad50, yeast cln2 rad14, yeast sgs1 mgt1, mlh1 rad18, yeast mec2-1, yeast bub3
O=C(O)C1CC2CC(=O)C1C2 (centres undefined)
  13, -10, -1, 9, -5, 3
CCOc1cc2c(cc1Cc1ccc(OC)cc1OC)OCO2
  -14, -47, 22, 18, -8, 1
CCC(O)(c1ccccc1)C(O)c1ccccc1 (centres undefined)
  -2, 4, -4, -16, 9, 5
COC(=O)C(=O)C(C(=O)C=C(C)C)C(=O)C(=O)Nc1nc2ccc([N+](=O)[O-])cc2s1 (centres undefined)
  7, -45, -28, 15, 0, 21
CCCOC(=O)/C=C/c1ccc(OCCC(C)C)cc1
  -4, -32, -7, -8, -9, -8
COc1ccc(-n2nnnc2C2(Nc3ccccc3)CCN(Cc3ccccc3)CC2)cc1
  -22, 3, -1, 10, -8, -2
Nc1ncnc2c1ncn2C1OCC(O)C1O (centres undefined)
  82*, 64, 73*, 82*, 78*, 83*
Cc1ccc(C)c(N=Nc2c(O)n(C)c(=O)n(C)c2=O)c1
  -18, 5, -9, 10, -3, -8
Cc1ccc(S(=O)(=O)/N=C2/N(C)CCCS2(=O)=O)cc1
  14, -4, -25, 15, 3, -5
CCOC(=O)C(c1ccccc1)C(Cc1ccccc1)(c1ccccc1)c1ccccc1 (centres undefined)
  10, 20, 17, 11, 9, -5
CCCC1([N+](=O)[O-])CCC(C)(O)C(/C(C)=N\O)C1 (centres undefined)
  7, 0, 26, 40, -10, 26
NNc1nc2ccccc2c(=O)n1NC(=O)C(=O)Nc1cccc(C(F)(F)F)c1
  0, -39, -4, 31, 18, -6
O=C(O)CCCCCCCCCCN1C(=O)c2cccc([N+](=O)[O-])c2C1=O
  12, -8, -2, 4, -1, 4
CN(CCc1ccccn1)/[N+]([O-])=N/O (tested in a mixture with another compound)
  -31, 11, 4, -5, -37, -3
O=S(=O)(c1ccccc1)n1cnc(CCc2ccccc2)n1
  -21, -35, -34, -30, -4, -22
O=C(Nc1ccccc1)C(=O)Nc1ccccc1
  5, -13, -8, -4, -18, -11
C=CCc1cc(C)ccc1OC(=O)c1cc([N+](=O)[O-])cc([N+](=O)[O-])c1
  3, -40, 5, 1, -3, -7
CC(=O)CC(=O)NC(C)c1ccccc1 (centres undefined)
  -4, -18, -5, 3, -13, -7
Cc1nn(C(=O)CC(=O)Nc2ccccc2Cl)c(C)c1N=Nc1ccccc1Cl
  -11, 35, -29, -23, 2, -9
COC(=O)C(=O)c1c(C(=O)OC)nc2nnc(N)n2c1-c1ccc(F)cc1
  -2, -6, 1, -5, 5, -6
Cc1ccc(-c2c([N+](=O)[O-])ccc(Cl)c2[N+](=O)[O-])cc1
  11, -3, -8, 25, 11, 9
C/C(CC(C)(C)C)=N/O
  -25, -79, -22, -13, -5, -15
